# S100A4 inh HTS: blocks human S100A4 binding to myosin IIA peptide | S100A4/TAMRA-MyoIIA peptide fluorescence polarization | inhibition, % at 10.7 µM | 0.14% of 360,000 active;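 active = mean inhibition of at least 70% across replicates, with every replicate also reaching that level; inconclusive = mean inhibition reaches 70% but some replicates fall short; inactive = mean inhibition below 70%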
# Target sequence (P26447 whole entry, looked up): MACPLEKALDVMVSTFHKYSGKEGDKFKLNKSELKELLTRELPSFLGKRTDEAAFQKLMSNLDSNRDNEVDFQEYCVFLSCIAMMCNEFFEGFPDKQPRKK
#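 incubation = readout 5 min after mixing, signal stable up to 60 min | system = S100A4 monomer protein | buffer or medium = HEPES pH 7.2 with CaCl2, KCl, NaCl, DTT, Triton | benchmarks = neutral control DMSO, positive control TFP | also added = fluorescent myosin IIA peptide, 5 nM | compound dosing = one concentration per compound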
# Statin myotox sup: suppressors of simvastatin-induced myotoxicity in C2C12 myotubes. AID 602340. ATP luminescence, 48 h; scaled: DMSO 0, geranylgeraniol control 100. 0.78% of 330,000 active. rescue of ATP level, % at 7.49 µM;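 active = mean ATP rescue above about 67%, or every replicate alone reaching that limit, limit read from the data, passing the limit was not always enough; inconclusive = no clear call, values can overlap the other calls; inactive = mean under the limit and some replicate under it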;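 note: myotubes were challenged with 10 µM simvastatin during compound exposure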
# E-sel inducer: E-selectin induction on HUVECs; P16581; HUVEC E-selectin immunofluorescence imaging; normalized: neutral wells 0, TNF-alpha wells 100; activation, % at 7.58 µM; AID 686992; 0.37% of 260,000 active;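 active = mean E-selectin-positive cell signal at least 10% of the positive control, reached in at least 60% of replicates, without over 20% cell loss; inconclusive = no rule given, readout overlaps actives, possibly toxicity-flagged; inactive = the rest, including those meeting only one limit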;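 note: in these data hits start at about 27%; measured in HUVEC primary endothelial cells; signal is the percent of cells scored E-selectin positive by PE staining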
#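 System: HUVEC, human umbilical vein endothelial cells; quantity: 3,000 cells/well; buffer or medium: EGM-2 medium, gelatin-coated wells; dosing: single-point compound dose; detection: immunofluorescence imaging; evaluation: % PE-positive cells; benchmarks: TNF-alpha, DMSO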
# DENV2 CPE: inhibitors of DENV2 cytopathic effect. DENV2-infected cells, cytopathic effect rescue, plate reader. 1.7% of 350,000 active. CPE inhibition, % at 9.99 µM; in the data active = CPE inhibition above about 20%, passing the limit was not always enough; inconclusive = no clear call, values can overlap the other calls; tested in BHK-21 cells;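 note: 0% = median of neutral control wells and 100% = median of positive control wells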
# SIRT5 inh: blocks human SIRT5 desuccinylation of peptide; Q9NXA8; 1.1% of 330,000 active; inhibition, % at 15 µM; Purified SirT5, succinyl-peptide AMC, trypsin-coupled fluorescence; in the data active = inhibition above about 15%; inconclusive = no clear call, values can overlap the other calls
# Target sequence (Q9NXA8 whole entry, looked up): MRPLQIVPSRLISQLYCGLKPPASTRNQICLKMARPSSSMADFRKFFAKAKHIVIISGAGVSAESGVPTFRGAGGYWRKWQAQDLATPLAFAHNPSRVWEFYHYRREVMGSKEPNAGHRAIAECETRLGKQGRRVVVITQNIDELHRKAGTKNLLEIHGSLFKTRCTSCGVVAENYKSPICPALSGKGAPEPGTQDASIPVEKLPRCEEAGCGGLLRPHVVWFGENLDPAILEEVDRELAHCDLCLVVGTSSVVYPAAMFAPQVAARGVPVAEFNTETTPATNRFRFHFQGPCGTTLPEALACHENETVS
# ERp5 inh: ERp5 (human) disulfide isomerase inhibition; ERp5 insulin aggregation, absorbance 650 nm, 90 min; inhibition, % at 9.99 µM; 0.05% of 350,000 active; AID 651711;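 active = mean replicate inhibition above about 25%, with every replicate also reaching it, limit read from the data, passing the limit was not always enough; inconclusive = only one of those two criteria met; inactive = neither criterion met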
# Target sequence (Q15084 whole entry, looked up): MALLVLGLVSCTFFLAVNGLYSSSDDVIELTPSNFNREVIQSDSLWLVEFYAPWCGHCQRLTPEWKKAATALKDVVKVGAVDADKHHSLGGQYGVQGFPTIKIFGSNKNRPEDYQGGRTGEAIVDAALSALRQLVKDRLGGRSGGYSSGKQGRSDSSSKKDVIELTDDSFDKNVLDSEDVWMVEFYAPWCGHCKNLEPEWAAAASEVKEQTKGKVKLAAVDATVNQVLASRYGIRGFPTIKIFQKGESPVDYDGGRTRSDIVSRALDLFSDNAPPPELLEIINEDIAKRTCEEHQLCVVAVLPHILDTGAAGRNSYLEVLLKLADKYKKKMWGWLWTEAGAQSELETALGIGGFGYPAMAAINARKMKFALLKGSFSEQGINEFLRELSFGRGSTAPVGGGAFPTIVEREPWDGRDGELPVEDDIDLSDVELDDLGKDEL
# PglD inh: blocks C. jejuni PglD acetyltransferase activity; inhibition, % at 12.5 µM; purified PglD enzyme, DTNB colorimetric CoA detection; 0.098% of 360,000 active; in the data active = inhibition above about 16%, passing the limit was not always enough; inconclusive = no clear call, values can overlap the other calls; note: strong numbers were not always called active
# * marks the source's active call; other numbers are inactive results; ? = inconclusive; nt = no result given.
# Each structure is followed by: PglD inh	E-sel inducer	ERp5 inh	S100A4 inh HTS	DENV2 CPE	SIRT5 inh	Statin myotox sup
1: CC(C)Cn1c(SCC(=O)Nc2ncccn2)nc2ccccc21
    nt	nt	-10	1	-2	-12	nt
2: CCCN1CCCCC(NC(=O)c2ccc(C)cc2C)C1=O (stereo not drawn)
    nt	1.5	-3	24	-5	nt	nt
3: Cc1ccccc1N1CCN(S(=O)(=O)C[C@]23CCC(CC2NC(=O)[C@@H](N)CCS(C)(=O)=O)C3(C)C)CC1 (stereo partly drawn)
    -6	-0.1	-5	0	-2	1	-3
4: C[C@@H]1CN([C@@H](C)CO)C(=O)c2cc(NC(=O)c3ccccc3)ccc2O[C@@H](C)CCCCO[C@@H]1CN(C)C(=O)c1ccncc1
    -4	0.5	-5	8	0	-4	nt
5: COc1cc(/C=C2\N=C(C)OC2=O)cc(OC)c1OC
    -1	nt	-2	-4	-1	8	-11
6: C[C@@H]1CCCCO[C@@H](CN(C)C(=O)c2ccccc2)[C@H](C)CN([C@H](C)CO)C(=O)c2cc(NS(=O)(=O)c3ccc(Cl)cc3)ccc2O1
    -4	0.1	2	-11	-7	-3	nt
7: CC(C)COc1ccc(C(=O)Nc2ccc(N3CCOCC3)cc2N2CCOCC2)cc1
    8	-0.1	4	1	-6	-2	-9
8: CCc1ccccc1N(CC(=O)NC1CCCCC1)C(=O)CNC(=O)c1ccco1
    -1	nt	0	0	3	-7	33
9: CCOc1cc(/C=C(/C#N)C(=O)Nc2ccc(OC)cc2)ccc1OCc1ccc(C(=O)O)cc1
    -4	nt	6	-4	-5	1	5
10: COc1ccc(CN(C)C[C@H]2Oc3ccc(NC(=O)Nc4ccc(F)cc4)cc3C(=O)N([C@@H](C)CO)C[C@@H]2C)cc1
    1	-3.9	2	6	-5	1	1
11: CC(=O)N(C1=C(N)C(=O)c2ccccc2C1=O)C(C)C
    nt	2.6	-2	0	2	-2	nt
12: CN(CC(=O)NC(=O)Nc1ccccc1F)Cc1ccccc1F
    9	-0.5	0	0	4	nt	0
13: CC1CC(C)CN(C(=O)C(Cc2ccccc2)NC(=O)c2ccccc2)C1 (stereo not drawn)
    nt	1.0	4	6	-2	-4	nt
14: COC(=O)CSc1nccc(C)n1
    nt	nt	1	4	5	2	nt
15: O=C(c1nc2ccc(Cl)cn2c1CN1CCC[C@H]1CO)N1CCCCCCC1
    -2	0.1	-1	3	4	1	3
16: C[C@@H]1CN([C@@H](C)CO)C(=O)c2cccc(NS(C)(=O)=O)c2O[C@H]1CN(C)S(=O)(=O)c1cccs1
    14	0.1	0	1	0	3	-44
17: O=C(C[C@H]1C[C@@H]2c3cc(NC(=O)c4ccc5c(c4)OCO5)ccc3O[C@@H]2[C@H](CO)O1)NCc1cccnc1
    1	0.2	-3	-12	3	-3	2
18: CC(=O)C(Cc1ccccc1)NC(=O)CN(C)Cc1ccccc1Cl (stereo not drawn)
    3	-0.2	1	-4	-1	-2	-6
19: C[C@@H]1CN([C@@H](C)CO)C(=O)CCCn2cc(nn2)CO[C@@H]1CN(C)Cc1cccc2c1OCCCO2
    6	-0.1	0	2	-3	3	4
20: CNC[C@H]1Oc2cc(C#Cc3ccccn3)ccc2S(=O)(=O)N([C@@H](C)CO)C[C@@H]1C
    4	-0.1	8	15	2	6	7
21: Cc1cc(C)cc(C(=O)NCC(=O)N2CCC3(CC2)NCCc2[nH]cnc23)c1
    1	nt	2	-1	4	5	8
22: O=C(CCN1C(=O)/C(=C\c2ccccc2)SC1=S)Nc1ccc(C(=O)O)cc1
    -2	-0.1	1	-3	0	-4	2
23: O=C(N[C@H](Cc1ccccc1)C(=O)N1CCN(CC(=O)N2CCCC2)CC1)[C@H]1O[C@@H](n2ccc(=O)[nH]c2=O)[C@H](O)[C@@H]1O
    nt	0.0	-3	-11	3	-1	nt
24: COc1ccc(S(=O)(=O)N2CCOC2CNC(=O)C(=O)NCCN2CCOCC2)cc1C (stereo not drawn)
    -2	-0.1	-5	-3	-3	-2	-1
25: O=C(Cc1ccccn1)NCC[C@H]1CC[C@@H](NC(=O)Nc2ccc(Cl)cc2)[C@H](CO)O1
    3	0.0	-2	52	1	0	3
26: Cc1cc(C(=O)C(C)Sc2cccc[n+]2[O-])c(C)n1-c1ccc(Cl)cc1 (stereo not drawn)
    5	0.0	-2	5	?	-1	-4
27: COc1ccc(N=Cc2ccc(N(CCC#N)CCC#N)cc2)cc1
    nt	-0.1	7	-1	4	0	nt
28: O=C(O)C1C2C=CC(O2)C1C(=O)NCCc1cccc(Cl)c1 (stereo not drawn)
    4	0.1	2	-6	-2	10	-14
29: CCN(CC)S(=O)(=O)c1ccc(NC2c3ccccc3C(=O)N2Cc2ccc3c(c2)OCO3)cc1 (stereo not drawn)
    3	1.2	-3	-2	-2	-2	19
30: CCc1ccc2c(CN3CCOCC3)cc(=O)oc2c1
    0	nt	?	-8	-2	0	-1
31: CCOC(=O)c1ccc(NC(=O)NCc2ccccn2)cc1
    2	nt	9	0	-8	-4	-5
32: O=S1(=O)CCO[C@H]2Cc3ccccc3[C@H]2N1Cc1ccccc1F
    -5	nt	-3	-3	-1	5	-20
33: O=C(Nc1ccccc1)Nc1cc(OCC(F)(F)F)cc(OCC(F)(F)F)c1
    nt	nt	5	-3	-5	1	nt
34: CCN1C(=O)[C@H]2[C@@H](c3ccc(C)cc3)N3C(=O)N(c4ccc(C)cc4)C(=O)[C@@]3(Cc3ccc(Cl)cc3)[C@H]2C1=O
    3	-0.1	5	-5	0	1	16
35: Cc1c(C2C(C#N)=C(N)OC3=C2C(=O)CCC3)cnn1C (stereo not drawn)
    nt	nt	3	-2	-9	-2	nt
36: O=C(O)c1ccc(N=Nc2c(O)[nH]c3ccccc23)cc1
    -4	0.2	-3	0	4	1	nt
37: Cc1cc(C)c2c(c1)/C(=N/NC(=O)c1cc(C)oc1C)CCC2
    nt	nt	5	11	-15	nt	nt
38: COc1cc(/C=N/NC(=O)Cc2nnc(NC(=O)c3ccccc3)s2)ccc1O
    3	nt	4	0	11	0	4
39: CC1CCN(c2ccc(S(=O)(=O)Nc3cc(C(=O)O)cc(C(=O)O)c3)cc2[N+](=O)[O-])CC1
    nt	nt	-4	-3	?	3	nt
40: CCN(C(=O)COC(=O)/C(C#N)=C/c1ccc(OC)cc1)C1CCS(=O)(=O)C1 (stereo not drawn)
    2	nt	-1	-11	-2	5	0
41: Cc1c(Cl)cccc1NC(=O)N1CCCC1
    nt	0.2	4	-15	0	-4	nt
42: CCOC(=O)N1CCN(c2c(NCCN3CCN(Cc4ccccc4)CC3)c(=O)c2=O)CC1
    2	-0.1	-6	1	1	0	nt
43: CCS(=O)(=O)Nc1ccc2c(c1)C(=O)N(C)C[C@H](OC)[C@H](C)CN(C(=O)C1CC1)[C@@H](C)CO2
    2	0.1	-3	-9	-3	-1	-3
44: O=C1[C@H](Cc2ccccc2)NCC=CC[C@H](c2ccc(Cl)cc2)N1Cc1ccc(Cl)cc1
    0	0.0	-3	23	2	nt	0
45: CCCc1cc(=O)[nH]c(Nc2ccc(N3CCCCC3)cc2)n1
    1	-0.1	nt	nt	nt	nt	-6

# Exported with one line to a screen: ten of the compounds above
[36] O=C(O)c1ccc(N=Nc2c(O)[nH]c3ccccc23)cc1
[37] Cc1cc(C)c2c(c1)/C(=N/NC(=O)c1cc(C)oc1C)CCC2
[38] COc1cc(/C=N/NC(=O)Cc2nnc(NC(=O)c3ccccc3)s2)ccc1O
[39] CC1CCN(c2ccc(S(=O)(=O)Nc3cc(C(=O)O)cc(C(=O)O)c3)cc2[N+](=O)[O-])CC1
[40] CCN(C(=O)COC(=O)/C(C#N)=C/c1ccc(OC)cc1)C1CCS(=O)(=O)C1 (stereo not drawn)
[41] Cc1c(Cl)cccc1NC(=O)N1CCCC1
[42] CCOC(=O)N1CCN(c2c(NCCN3CCN(Cc4ccccc4)CC3)c(=O)c2=O)CC1
Compound	36	37	38	39	40	41	42
PglD inh	-4	nt	3	nt	2	nt	2
E-sel inducer	0.2	nt	nt	nt	nt	0.2	-0.1
ERp5 inh	-3	5	4	-4	-1	4	-6
S100A4 inh HTS	0	11	0	-3	-11	-15	1
DENV2 CPE	4	-15	11	?	-2	0	1
SIRT5 inh	1	nt	0	3	5	-4	0
Statin myotox sup	nt	nt	4	nt	0	nt	nt

[43] CCS(=O)(=O)Nc1ccc2c(c1)C(=O)N(C)C[C@H](OC)[C@H](C)CN(C(=O)C1CC1)[C@@H](C)CO2
[44] O=C1[C@H](Cc2ccccc2)NCC=CC[C@H](c2ccc(Cl)cc2)N1Cc1ccc(Cl)cc1
[45] CCCc1cc(=O)[nH]c(Nc2ccc(N3CCCCC3)cc2)n1
Compound	43	44	45
PglD inh	2	0	1
E-sel inducer	0.1	0.0	-0.1
ERp5 inh	-3	-3	nt
S100A4 inh HTS	-9	23	nt
DENV2 CPE	-3	2	nt
SIRT5 inh	-1	nt	nt
Statin myotox sup	-3	0	-6

# (cont.)
# Each structure is followed by: PglD inh	E-sel inducer	ERp5 inh	S100A4 inh HTS	DENV2 CPE	SIRT5 inh	Statin myotox sup
46: O=C(NCc1ccccc1)c1ccc(Cl)c(S(=O)(=O)N2CCCC2)c1
    6	-0.1	-1	2	0	0	17
47: Cc1cc2cc3c(cc2nc1SCC(=O)N1CCCC1)OCCO3
    1	0.1	0	2	1	1	nt
48: COc1ccc(CNC(=O)COc2ccc(S(=O)(=O)N3CCCCC3)cc2Cl)cc1
    0	0.0	1	0	-7	-3	3
49: CC1(C(=O)NS(=O)(=O)c2cccc(C#N)c2)CCN1C(=O)c1ccco1 (stereo not drawn)
    4	nt	4	6	10	-2	0
50: C[C@H](CO)N1C[C@H](C)[C@H](CN(C)C(=O)NC2CCCCC2)OCCCC[C@H](C)Oc2ccc(NC(=O)c3ccccc3)cc2C1=O
    3	-0.1	nt	nt	-13	nt	nt
51: CC(NC(=O)c1cc(S(=O)(=O)N2CCCC2)ccc1Cl)c1ccccn1 (stereo not drawn)
    nt	nt	-21	6	-1	-2	4
52: Oc1cccc(Nc2ccccc2)c1
    -4	nt	4	3	28*	nt	15
53: C[C@H](CO)N1C[C@H](C)[C@@H](CN(C)CC2CCCCC2)Oc2ccc(NC(=O)Cc3ccccc3)cc2CC1=O
    -2	1.2	0	8	2	7	20
54: CN(C)c1ccc(NC(=O)CSc2nnc(-c3cnccn3)n2C)cc1
    -1	5.8	0	-1	4	5	-7
55: COC(=O)c1cc2c(c3c4cc(F)ccc4n(S(=O)(=O)c4ccc(C)cc4)c13)C(=O)N(Cc1ccc(C(F)(F)F)cc1)C2
    nt	-0.2	3	-18	5	nt	nt
56: CCc1cccc2c(C(=O)COC(=O)C3=NNC(=O)CC3)c[nH]c12
    nt	nt	1	-19	nt	-7	nt
57: NCC[C@H]1CC[C@@H](NS(=O)(=O)Cc2ccccc2)[C@H](CO)O1
    0	0.1	-4	2	5	5	-6
58: Cc1onc(-c2ccccc2)c1C(=O)N1CCC(CO)(Cc2ccccc2)CC1
    -1	nt	-12	13	-2	-6	-23
59: Oc1c(I)cc(I)c2cccnc12
    -1	2.5	3	-5	-8	-7	-27
60: COc1ccc(-c2ccc3n(c2=O)C[C@@H]2[C@@H](CO)[C@H](C(=O)N(C)C)[C@H]3N2Cc2cccnc2)cc1
    3	-0.7	3	6	7	-93	1
61: c1ccc(-c2cc3ccccc3[nH]2)cc1
    1	-0.1	2	-3	27*	-3	5
62: CCOc1ccccc1NC(=O)c1cnc(NS(=O)(=O)c2ccccc2)nc1
    7	0.0	-11	-2	2	4	-1
63: C[C@@H]1CN([C@@H](C)CO)C(=O)Cc2cc(NC(=O)NC3CCCCC3)ccc2O[C@@H]1CN(C)Cc1ccncc1
    2	-2.9	0	-2	-13	-2	-6

# This is a subset. The share of hits here may be higher or lower than overall.
